# Screening results: PubChem BioAssay, several laboratories
# Furin inh: inhibitors of human furin. P09958. purified furin, fluorogenic substrate cleavage. inhibition, % at 30 µM. 220,000 compounds, 0.061% hits; in the data active = inhibition above about 25%; also: inactives centre near -15
# 14-3-3 Bad PPI: disrupts binding of bovine 14-3-3 zeta to phospho-Bad peptide; P63103; inhibition, % at 21.7 µM; 220,000 compounds, 0.71% hits; AID 781; TR-FRET 14-3-3zeta/Dy647-pBad peptide displacement, 1 h;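 active = inhibition above about 70%, limit read from the data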;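 also: 0% = full 14-3-3 plus peptide FRET controls and 100% = background without 14-3-3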
# p47phox inh: inhibitors of human p47phox binding; p47phox/p22phox peptide binding, fluorescence polarization, 2 h; inhibition, % at 24.7 µM; 220,000 compounds, 0.53% hits; AID 1274;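 also: 0% = p47phox with labelled peptide and 100% = labelled peptide alone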
# eIF4E 4G PPI: inhibitors of eIF4E and eIF4G interaction in translation initiation. P63073+Q04637. AID 782. inhibition, % at 21.7 µM. 220,000 compounds, 0.37% hits. TR-FRET eIF4E-eIF4GI(517-606) binding, 2 h;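 also: 0% = full FRET control wells and 100% = background wells lacking eIF4GI fragment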
# Thrombin inh: inhibitors of human thrombin | 220,000 compounds, 0.26% hits | inhibition, % at 5 µM | alpha-thrombin, Boc-VPR-AMC fluorogenic substrate cleavage | P00734;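 active = inhibition at or above 40%; inactive = inhibition below 40%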;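 also: 0% = enzyme with no compound and 100% = wells without enzyme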
#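 signal = AMC fluorescence, 355/460 nm | material = human alpha-thrombin enzyme | control set = enzyme without compound as high, wells lacking enzyme as low | times = reaction at room temperature | read-out basis = percent inhibition scaled between no-compound controls and no-enzyme blanks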
# EBV gp42 inh: inhibitors of Epstein-Barr virus glycoprotein 42; Q1HVG2; Fluorescence polarization binding assay, mP read-out; inhibition, % (tested at 21.74 µM); 220,000 compounds, 0.42% hits; in the data active = inhibition above about 50%
# Target sequence (Q1HVG2 whole entry, looked up): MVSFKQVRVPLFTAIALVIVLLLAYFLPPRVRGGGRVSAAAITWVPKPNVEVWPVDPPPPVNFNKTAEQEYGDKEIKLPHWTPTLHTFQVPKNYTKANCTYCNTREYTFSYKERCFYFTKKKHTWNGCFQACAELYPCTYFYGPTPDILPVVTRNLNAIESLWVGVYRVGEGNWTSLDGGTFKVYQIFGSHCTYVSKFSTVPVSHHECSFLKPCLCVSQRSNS
# Cl transport mod: modulators of human KCC2 chloride dependent transport; Q9H2X9; KCC2 cells, thallium flux FluoZin-2 fluorescence; B-score of Tl+ flux slope (higher = more flux/activation; lower = inhibition) at 10 µM; 190,000 compounds, 2.2% hits; AID 1456;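 active = thallium flux slope and its plate-corrected score both differing from the plate sample mean at a set confidence after two filtering rounds, in either direction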;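 also: slope of fluorescence scaled to starting intensity during 10 to 20 s after thallium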
# Rad51 HR inh: Rad51 (human) homologous recombination inhibition; hRad51 DNA strand exchange, fluorescence dequenching; inhibition, % at 10 µM; 200,000 compounds, 0.085% hits;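 active = inhibition above 40% at the single screening dose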;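 also: 0% = DMSO control wells and 100% = blanks with heterologous ssDNA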
# Target sequence (Q06609 whole entry, looked up): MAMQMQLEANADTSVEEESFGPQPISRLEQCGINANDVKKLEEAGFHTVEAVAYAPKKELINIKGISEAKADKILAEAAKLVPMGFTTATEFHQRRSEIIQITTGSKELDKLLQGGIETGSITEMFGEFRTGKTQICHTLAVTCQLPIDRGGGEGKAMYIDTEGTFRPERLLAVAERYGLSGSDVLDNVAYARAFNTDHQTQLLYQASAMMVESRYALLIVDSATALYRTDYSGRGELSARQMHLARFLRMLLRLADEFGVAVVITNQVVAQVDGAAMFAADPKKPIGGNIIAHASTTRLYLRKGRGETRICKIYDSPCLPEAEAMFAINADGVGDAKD
#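 Assay system: Human Rad51 nucleoprotein filaments preassembled on unlabelled ssDNA | Reagent: Donor/quencher-labelled 47-bp dsDNA substrate | Doses: One concentration, 10 µM final | Times: 37 °C 15-min filament assembly, 30-min compound preincubation, 15-min exchange | Technique: Fluorescein emission 520 nm, excitation 485 nm | Benchmarks: Plate control and blank wells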
# hK5 inh: blocks human kallikrein 5 protease activity. Q9Y337. recombinant hK5, fluorogenic AMC substrate cleavage. inhibition, % at 5 µM. 210,000 compounds, 0.59% hits. AID 873;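 active = inhibition of 40% or more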;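 also: 0% = enzyme controls without compound and 100% = no-enzyme blanks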
# Target sequence (Q9Y337 67-293 limits assumed): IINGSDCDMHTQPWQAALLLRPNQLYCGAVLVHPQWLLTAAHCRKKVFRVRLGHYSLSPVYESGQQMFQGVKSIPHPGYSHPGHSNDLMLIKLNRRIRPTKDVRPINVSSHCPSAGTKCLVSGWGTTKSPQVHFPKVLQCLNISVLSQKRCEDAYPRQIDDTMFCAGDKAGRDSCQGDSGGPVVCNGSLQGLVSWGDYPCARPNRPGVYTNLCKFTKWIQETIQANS
# * hit, by the source's call; . = no result given; [ ] = dose if it differs, or a comment.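 The calls were made as follows, unless noted: active = inhibition above about 30% (limit read from the data); inactive = the rest.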
SMILES,Furin inh,14-3-3 Bad PPI,p47phox inh,eIF4E 4G PPI,Thrombin inh,EBV gp42 inh,Cl transport mod,Rad51 HR inh,hK5 inh
Cc1c(C(=O)Nc2ccc3c(c2)CCC3)cccc1[N+](=O)[O-],-21,5,3,-1,18,-7,1.1,9,10
CCOc1ccc2nc(C(=O)N3CCCC(C)C3)sc2c1 (stereo unspecified),18,20[fluorescence artefact?],-2,-2[fluorescence artefact?],-5,-10,0.073,0,-10
COCCNC(=O)/C(C#N)=C\c1ccc(CNS(=O)(=O)c2ccc(C)cc2)o1,-10,-6,-1,1,-5,4,.,31,-2
COc1ccc(N2CCN(C(=O)c3ccc(CS(=O)(=O)c4ccc(OC)cc4)o3)CC2)cc1,-18,-6,-8,-1,-2,0,-0.27,3,-9
CCOc1ccccc1NC(=O)C1CCCN(C(=O)Nc2ccccc2)C1 (stereo unspecified),-15[20 µM],1,-7,6,-2,-8,0.23,-3,-9
N#C/C(=C\c1ccncc1)c1nc2ccccc2[nH]1,4,-9,-12,3,-7,3,-0.5,-6,-5
CCOC(=O)c1nn(-c2ccccc2F)c2nc(Nc3ccccc3)cc(=O)n12,-20,1[fluorescence artefact?],-6,-1,-8,-51,-0.57,.,-17
CCOC(=O)c1c(C)[nH]c(NC(=O)Nc2c(C)n(C)n(-c3ccccc3)c2=O)c1C,-19[20 µM],-2,-10,-5,-7,-4,-3,4,-13
CCc1ccccc1NC(=S)/N=C(\N)Nc1nc(C)c2cc(C)ccc2n1,-15,-5,-10,9,-4,-3,-1,-4,-6
COCCN1C(=S)NC(c2cccc(C(F)(F)F)c2)C(C(=O)N2CCOCC2)=C1C (stereo unspecified),-14,-9,-14,-5,0,-14,0.69,1,-23

# The closing 3 compounds of the part before come first, to join the parts:
SMILES,Furin inh,14-3-3 Bad PPI,p47phox inh,eIF4E 4G PPI,Thrombin inh,EBV gp42 inh,Cl transport mod,Rad51 HR inh,hK5 inh
CCOC(=O)c1c(C)[nH]c(NC(=O)Nc2c(C)n(C)n(-c3ccccc3)c2=O)c1C,-19[20 µM],-2,-10,-5,-7,-4,-3,4,-13
CCc1ccccc1NC(=S)/N=C(\N)Nc1nc(C)c2cc(C)ccc2n1,-15,-5,-10,9,-4,-3,-1,-4,-6
COCCN1C(=S)NC(c2cccc(C(F)(F)F)c2)C(C(=O)N2CCOCC2)=C1C (stereo unspecified),-14,-9,-14,-5,0,-14,0.69,1,-23
Cc1cccc(NC(=O)C2CCCN2C(=O)NC2CCCCC2)c1 (stereo unspecified),-20,-2,-2,0,-12,-2,0.67,-1,-3
Cc1ccc(N2CC(C(=O)OCC(=O)C(C)(C)C)CC2=O)cc1 (stereo unspecified),-15,-6,1,-16,-3,-9,.,-11,1
COc1ccc(C(=O)COc2ccccc2C#N)cc1,-23,-1,-9,-1,-2,-1,-0.33,7,1
Cc1ccc(C(=O)Nc2cccnc2)cc1S(=O)(=O)N1CCOCC1,-21[20 µM],-4,-6,-3,0,7,-0.66,3,20
CCOC(=O)c1c(NC(=O)c2cc(-c3cccc(O)c3)on2)sc(C(C)=O)c1C,-5,43[fluorescence artefact?],-64,13,5,-16,0.022,.,-7
COc1ccc(N2CCN(C(=O)Cc3ncc(C(F)(F)F)cc3Cl)CC2)cc1,-19[20 µM],-15[fluorescence artefact?],-168,-9[fluorescence artefact?],-3,4,.,10,-1
Cc1sc2ncnc(N[C@@H](CCC(=O)O)C(=O)O)c2c1C,0,6,-11,0,0,5,-0.97,16,12
Cc1ccc(NC(=O)CSc2nnc(-c3ccco3)o2)c(C)c1,-20,-5,-1,2,-3,-1,.,-5,6
Cc1nnc(NC(=O)CSc2nnc(Cc3cccn3C)n2-c2ccccc2)s1,-19,11[fluorescence artefact?],-3,4[fluorescence artefact?],-7,3,-0.2,8,-1
COc1cc(OC)cc(C(=O)N/N=C/c2ccc(OC)c(COc3ccc(F)cc3)c2)c1,-15[20 µM],-3,-3,2,-5,4,-0.043,.,8
O=C(O)c1cnn2c1C(=O)N(Cc1cccs1)CC2,-19,-10,-3,7,0,3,-0.06,-3,13
CCCc1nc2c(=O)[nH]c3ccccc3c2o1,-21,-1,-7,4,18,5,-1.6,-2,44*
Cc1ccc(NC(=O)CNc2cccc(C)c2C)c(C)c1,-18[20 µM],11,5,2,4,-22,.,.,13
Cc1ccc(C(=O)NN2C(=O)/C(=C/c3cccn3C)SC2=S)cc1,-4,4[fluorescence artefact?],-21,10,-3,-97,-3.9,-29,-11
NC1=NC(=O)C(CC(=O)NCc2ccccc2)S1 (stereo unspecified),-5,1,3,-2,-17,-10,0.53,-1,-8
C/C(=N\NC(=O)c1c[nH]c2ccccc12)c1ccc2c(c1)OCO2,-29,-9,-9,0,-4,-7,-0.76,3,0
CCN(CC)CCNC(=O)c1cc([N+](=O)[O-])c(N(C)C)cc1OC,-18,3,-8,-4,-1,-16,-0.66,.,3
O=C(CSc1nnc(CN2CCCCCC2=O)n1-c1ccccn1)NCC(F)(F)F,-26,9,-5,2,0,-13,.,4,10
Cc1ccc(S(=O)(=O)NNC(=S)NC(=O)c2ccc([N+](=O)[O-])cc2)cc1,-9,-11,3,19,-3,-6,0.35,2,-60
COc1ccc(-c2csc(Nc3ccccc3)[n+]2CC(O)c2ccc([N+](=O)[O-])cc2)cc1 (stereo unspecified),-35,-2,-6,6,2,-5,-0.44,22,4

# Looked up by structure from above, 3 records:
SMILES,Furin inh,14-3-3 Bad PPI,p47phox inh,eIF4E 4G PPI,Thrombin inh,EBV gp42 inh,Cl transport mod,Rad51 HR inh,hK5 inh
COc1ccc(-c2csc(Nc3ccccc3)[n+]2CC(O)c2ccc([N+](=O)[O-])cc2)cc1 (stereo unspecified),-35,-2,-6,6,2,-5,-0.44,22,4
C/C(=N\NC(=O)c1c[nH]c2ccccc12)c1ccc2c(c1)OCO2,-29,-9,-9,0,-4,-7,-0.76,3,0
CCN(CC)CCNC(=O)c1cc([N+](=O)[O-])c(N(C)C)cc1OC,-18,3,-8,-4,-1,-16,-0.66,.,3

# More compounds:
SMILES,Furin inh,14-3-3 Bad PPI,p47phox inh,eIF4E 4G PPI,Thrombin inh,EBV gp42 inh,Cl transport mod,Rad51 HR inh,hK5 inh
O=S1(=O)CCC(N=Cc2cc(Br)ccc2O)C1 (stereo unspecified),-23[20 µM],-3,6,-20,11,-6,-0.49,.,-16
Cc1cc(-c2nnc3sc(C4CCCCC4)nn23)n[nH]1,-6,1,3,2,1,-4,1.4,3,-13
CC(=O)Nc1ccc(N(C(=O)Cc2c[nH]c3ccccc23)C(C(=O)NC2CCCCC2)c2ccco2)cc1 (stereo unspecified),-10,-12,-5,2,0,-20,-1,-1,-18
O=C(/C=C/c1ccco1)NCC(=O)N/N=C/c1ccc(Cl)cc1,-21,-5,-7,0,-7,-21,-0.57,-3,-5
CCCn1nc(NC(=O)c2ccccn2)c2cc3cc(C)ccc3nc21,-33[20 µM],13,-13,-3,-5,-6,.,-2,-45
CNC(=S)NNC(=O)c1sc(-c2cc(C)on2)nc1C,-8,-2,-6,-1,2,-16,0.81,-11,34
COCCSc1ccccc1C(=O)Nc1cc(C)on1,-13[20 µM],-5,-8,52*,1,-8,0.15,-11,-3
CN(C)c1ccc(NC(=O)CCn2c(=S)oc3ccccc32)cc1,-18,9,-29,21,-3,-11,-0.88,-6,1
CN1CCN(NC(=S)Nc2ccc(Oc3ccccc3)cc2)CC1,-17,-8,-44,-3,3,-1,-1.3,12,-3
CC(=O)O[C@H]1CC[C@H]2[C@@H]3CCc4cc(O)ccc4[C@H]3CC[C@]12C,-18,0,3,1,-1,-5,-0.029,7,-6
CC(=O)Nc1ccccc1NC(=O)C/C(C)=N/NC(=O)c1ccccn1,-8,-12,-6,-1,-6,-15,0.0092,3,-1
CCCC(=O)Nc1c(C(=O)OCC)oc2ccccc12,-32,3,.,5,-2,-8,-0.16,.,3
COc1cc2c(cc1OC)CN(S(=O)(=O)c1cccs1)CC2,-9,-4,-15,-1,-1,-1,-0.2,.,-10
O=S(=O)(Nc1ccc(Cc2ccncc2)cc1)c1ccc(Br)cc1,-19,31,5,9,-7,-15,-0.42,.,17
O=c1[nH][nH]c(C(F)(F)F)c1C=Nc1ccccc1Cl,-26[20 µM],9[fluorescence artefact?],-1,-1[fluorescence artefact?],3,-13,0.22,-3,6
CCOC(=O)C1(Cc2cccc(OC)c2)CCN(Cc2cccc(OC)c2OC)CC1,-31,-3,5,4,-2,1,-1,.,.
Cc1cc2cc(C(c3nnnn3Cc3ccco3)N3CCc4ccccc4C3)c(=O)[nH]c2cc1C (stereo unspecified),-24,.,-80,.,0,-26,-0.8,-21,-14

# Rows are unselected, and some 4.7% of all compounds hit somewhere here.
